PLK1 PBD block: inhibitors of human PLK1 polo-box domain binding. P53350. Plk1 PBD binding of FITC phosphopeptide, fluorescence polarization. Potency, µM, for inactives: max response, negative = inhibition, usual class: inhibitors. actives 2.8% (n = 360,000). AID 720504; further: potency means the concentration at half of the fitted maximal effect; series mostly up to about 57 µM; on the % scale 0 is the no-effect control and ±100 the full control effect; nearly all actives have a fitted effect of over 65% in size
PI5P4Ka inh: blocks human PI5P4K alpha kinase activity; P48426; PI5P4Kalpha enzyme, ADP-Glo luminescence, 60 min; hits give low values; max response, %; actives 1.2% (n = 330,000); AID 652105; active means max response of -50% or lower; inconclusive means between -30% and -50%; inactive means -30% or higher; further: value at the top dose of about 77 µM; on the % scale 0 is the no-effect control and ±100 the full control effect
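Compounds were pin-transferred onto PI5P4Kalpha and substrate in HEPES pH 7.4 buffer with EGTA, CHAPS and 5% DMSO. ATP (5 microM final) started the reaction, which ran 60 minutes at room temperature before ADP-Glo detection.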
Abeta rescue: restores growth of yeast expressing A-beta42 peptide. yeast expressing A-beta42, growth rescue, OD600, 48 h; response scale: 0% DMSO, 100% iron-clioquinol control. Potency, µM (top dose mostly 46.1 µM), for inactives: at the highest dose growth rescue, most hits filed as activators. actives 0.063% (n = 410,000); further: potency means the concentration at half of the fitted maximal effect; nearly all actives have a fitted effect of over 55% in size
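Yeast A-beta toxicity model in growth medium with pinned compounds, 48 h at 30 C; growth read as absorbance at 600 nm. Normalized to FeCl3/clioquinol equimolar mix (positive) and DMSO (negative).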
FUS suppressor: rescues growth of FUS-expressing yeast. S. cerevisiae FUS-expressing, growth rescue, OD600, 24 h. AID 1347120. Potency, µM (highest dose often 76.6 µM), inactives show at the highest dose growth rescue (activation), most hits filed as activators. actives 0.24% (n = 390,000);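 further: potency means the concentration at half of the fitted maximal effect; plate controls were DMSO vehicle for no effect and reference control for full effect; nearly all actives have a fitted effect of over 55% in size; some results filed as inactive show a strong effect at the top dose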
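Toxicity suppression screen in FUS-yeast. Cells induced with 2% galactose, starting OD 0.005, treated 24hr at 30C with compounds at multiple final concentrations; growth by OD600.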
EPAC1 antagonist: blocks human EPAC1 exchange factor | O95398 | EPAC1 GEF assay, Rap1b-BODIPY-GDP exchange fluorescence | Potency, µM (titrated, usually from 115 µM), without a hit: at the top dose activity change, negative = inhibition, hits mostly inhibitors | actives 0.14% (n = 360,000) | AID 720709;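 further: potency means the concentration at half of the fitted maximal effect; plate controls were vehicle for no effect and positive control for full effect; nearly all actives have a fitted effect of over 50% in size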
Target sequence (O95398 whole entry, looked up): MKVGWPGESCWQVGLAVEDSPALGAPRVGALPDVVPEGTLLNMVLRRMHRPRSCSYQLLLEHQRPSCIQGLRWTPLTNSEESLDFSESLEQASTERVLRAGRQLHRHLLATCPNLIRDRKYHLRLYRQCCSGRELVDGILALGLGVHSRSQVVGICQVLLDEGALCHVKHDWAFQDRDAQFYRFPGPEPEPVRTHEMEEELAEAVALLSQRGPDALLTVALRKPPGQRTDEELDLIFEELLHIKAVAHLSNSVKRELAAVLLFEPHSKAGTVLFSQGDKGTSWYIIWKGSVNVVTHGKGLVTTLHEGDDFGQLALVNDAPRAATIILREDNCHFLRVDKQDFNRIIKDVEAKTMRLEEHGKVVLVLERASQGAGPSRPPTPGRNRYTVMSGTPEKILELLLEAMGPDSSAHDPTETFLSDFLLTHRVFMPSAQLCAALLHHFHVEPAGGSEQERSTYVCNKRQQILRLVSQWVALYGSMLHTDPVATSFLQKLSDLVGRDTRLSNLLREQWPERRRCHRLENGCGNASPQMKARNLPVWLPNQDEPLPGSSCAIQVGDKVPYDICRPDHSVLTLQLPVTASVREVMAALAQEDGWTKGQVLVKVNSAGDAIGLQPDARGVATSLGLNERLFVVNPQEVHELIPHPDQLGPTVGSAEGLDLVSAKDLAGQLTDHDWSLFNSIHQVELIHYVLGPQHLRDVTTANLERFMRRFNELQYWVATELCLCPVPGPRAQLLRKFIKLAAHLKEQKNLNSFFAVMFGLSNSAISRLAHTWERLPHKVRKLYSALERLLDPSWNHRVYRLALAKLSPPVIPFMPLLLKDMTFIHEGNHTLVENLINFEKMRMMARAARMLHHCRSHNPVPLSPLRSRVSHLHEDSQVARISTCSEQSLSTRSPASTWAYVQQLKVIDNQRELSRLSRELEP
EPAC1 agonist: EPAC1 (human) agonism; O95398; Potency, µM (doses to about 154 µM), for the others: at the top dose activation, actives largely listed as activators; actives 0.073% (n = 360,000); AID 720707; EPAC1 agonist qHTS, biochemical assay; response scale: 100% = response to 6.5 mM cAMP; further: potency means the concentration at half of the fitted maximal effect; nearly all actives have a fitted effect of over 60% in size
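Read-out is the fluorescence drop as BODIPY-GDP leaves Rap1B (480 nm excitation, 540 nm emission), recorded every 5 minutes over 30 minutes. Reactions held 100 nM EPAC1, 250 nM Rap1B–BODIPY-GDP and 50 uM GDP, with 6.5 mM cAMP setting full activation.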
WRN inhibitor: WRN helicase (human) inhibition. Q14191. WRN helicase unwinding, fluorescent forked duplex, kinetic. Potency, µM (doses to about 114 µM), for inactives: top-dose activity change, negative = inhibition, hits mostly inhibitors. actives 0.46% (n = 360,000). AID 651768; further: potency means the concentration at half of the fitted maximal effect; on the % scale 0 is the no-effect control and ±100 the full control effect; nearly all actives have a fitted effect of over 55% in size
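WRN at 20 nM final preincubated with compound 15 min at room temperature; reaction started with 100 nM fluorophore/quencher forked duplex oligonucleotide and 2 mM ATP final. Unwinding followed kinetically by red fluorescence (ex 525, em 598 nm).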
IL2 activator: IL-2 activation | activation, % (series mostly up to about 46 µM) | AID 652025 | IL-2 activation reporter assay, cell-based qHTS; stimulated with anti-CD3/CD4/CD28 beads; in transgenic mouse T cells | actives 0.065% (n = 360,000); in the data active means activation above about 50%; inconclusive means mostly about 30% to 49%; further: 0% is about no effect
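Readout is EGFP and DsRed signal by fluorescent plate cytometry after 18 h at 37 degrees C. Transgenic mouse T cells (750/well) received compound for 60 min before bead stimulation (anti-CD3, anti-CD4, anti-CD28); memory T cells served as non-tolerant control.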
An asterisk follows results filed as active; ? = inconclusive; . = not tested or not shown; [ ] = remark or other dose. Unless noted, the call rests on the fitted dose curve; in most records, active means well fitted curve in the direction sought with a large enough effect; inconclusive means small, poorly fitted or top-dose-only effect, or another doubt; inactive means no such curve, though single readings can be large; an effect the other way counts as inactive or inconclusive.

smiles | EPAC1 agonist | PLK1 PBD block | WRN inhibitor | IL2 activator | EPAC1 antagonist | FUS suppressor | PI5P4Ka inh | Abeta rescue
CCC(C)N=Cc1c(NCc2ccco2)nc2c(C)cccn2c1=O (stereo not drawn) | 10% | -4% | 0% | -2.0 | -14% | 4% | 2 | -7%
CCCS(=O)(=O)c1c(S(=O)(=O)CCC)c2ccccn2c1C(=O)OC | 4% | ? | 8% | -3.3 | 12% | 13% | . | -21%
O=c1[nH]c2c(=O)[nH]cnc2nc1-c1ccccc1 | -4% | -8% | -26% | 0.6 | -18% | 10% | ? | -10%
COC(=O)C1CCN(C(=O)c2ccccc2Oc2ccccc2)CC1 | -1% | -4% | 4% | -0.4 | 7% | -3% | . | -4%
CCCn1c(N)c(C(=O)CSc2nc(C3CC3)n(-c3ccccc3)n2)c(=O)[nH]c1=O | -4% | -17% | ? | 1.7 | -11% | 2% | -4 | 7%
Cc1cc(C)c(C#N)c(SC(F)F)n1 | 7% | -7% | -6% | -1.1 | -2% | 7% | 2 | 16%
COCC1CCN(C(=O)C2CCC(=O)N(CCc3ccc(Cl)cc3)C2)CC1 (stereo not drawn) | 0% | -15% | 1% | -3.2 | 11% | 2% | -1 | 11%
CCOC(=O)C1=C(C)NC(=O)NC1c1ccc(OCC(N)=O)cc1 (stereo not drawn) | -5% | 0% | -13% | -0.9 | 14% | 19% | 2 | 14%
CC(c1ccco1)N(C(=O)c1ccc(C(F)(F)F)cc1)c1ccccn1 (stereo not drawn) | -3% | -12% | 1% | 0.0 | -8% | 24% | 6 | 21%
O=C(CNC(=O)c1ccc2c(c1)OCO2)N/N=C/c1cc(Br)ccc1O | 6% | -7% | -14% | 0.0 | -8% | 17% | 10 | 6%
CC(C)c1cc(C(=O)N/N=C/c2cccnc2)cs1 | -1% | -18% | -30% | -0.7 | -13% | 0% | 1 | 0%
O=C(O)CSc1nc(-c2ccccc2)nc2c1CCCC2 | 8% | 0% | 2% | -3.5 | 6% | -13% | -9 | -12%
O=C(CCc1ccccc1)N1CCN(c2ccccn2)CC1 | 2% | 4% | -6% | -4.5 | 5% | . | -5 | -18%
CCOC(=O)CNS(=O)(=O)c1cc(-c2n[nH]c(=O)c3ccccc23)ccc1C | 0% | 3% | -10% | 1.2 | -9% | 11% | -12 | 4%
CCN(CC(=O)Nc1c(F)cccc1F)C(=O)CSCc1c(C)noc1C | 11% | -7% | 1% | 0.2 | -3% | 4% | 9 | 8%
O=C(N/N=C/c1ccccn1)c1cc(C2CC2)nc2ccccc12 | 7% | -6% | -11% | 3.3 | 1% | 5% | 1 | 4%
N#CC1=C(N)Oc2nc(-c3ccccc3)[nH]c2C1c1cccnc1 (stereo not drawn) | -4% | -19% | -10% | 0.2 | 4% | 23% | -29 | 1%
COc1ccccc1C(=O)OCC(=O)Nc1ccccc1OC(F)F | 0% | -13% | -3% | 0.6 | 0% | -11% | -5 | -9%
CCOc1cc(CNC2CCCC2)cc(Cl)c1OCc1ccccc1 | -8% | -3% | -4% | -0.6 | 7% | -7% | 17 | -3%
FC(F)(F)c1ccc(Cl)c(NC(=S)N/N=C/c2ccccc2C(F)(F)F)c1 | -14% | -2% | -3% | -0.1 | -24% | -13% | 10 | 20%
O=C(CC1C(=O)NCCN1CCCc1ccccc1)NCCc1ccccc1F (stereo not drawn) | 1% | ? | -7% | -1.5 | 9% | 31% | -1 | -18%
O=C(Nc1ccc(Cl)cc1)/C(=C/c1cccc(O)c1)c1nc2ccccc2s1 | 9% | 0% | -23% | -0.8 | -2% | 3% | -21 | 2%
O=Cc1ccc([B-](F)(F)F)s1 | 2% | -6% | -4% | 0.4 | 24% | -15% | -6 | 10%
COCCN(Cc1ccccc1)C(=S)Nc1ccc(OC(F)F)cc1 | 11% | -7% | -27%[57.1 µM] | -5.0 | -28% | 5% | 3 | ?
NC1=NN=C(N2N=C(c3ccc(Br)cc3)CC2(O)C(F)(F)F)n2ncnc2C1 (stereo not drawn) | 10% | -9% | 9% | -4.2 | -11% | 4% | -13 | -7%
COc1cc(/C=N\NC(=O)c2ccc(-c3ccccc3)cc2)cc(Br)c1O | 8% | -26% | -29% | -1.2 | -11% | 14% | ? | 2%
COc1ccc(C(CNC(=O)c2cc(S(=O)(=O)Nc3cccc(C)c3)ccc2C)N2CCCC2)cc1 (stereo not drawn) | 3% | -5% | 4% | -4.1 | -17% | 20% | 12 | 7%
COc1cccc(CN(C(=O)/C=C/c2ccc(Cl)cc2)C2CCS(=O)(=O)C2)c1 (stereo not drawn) | 4% | -4% | -8% | -0.1 | 2% | -2% | -7 | -14%
COc1cc(OC)cc(C(=O)N[C@@H](CCSC)c2nc3ccccc3[nH]2)c1 | 3% | -9% | 5% | -0.9 | 5% | -30% | -9 | -3%
COc1cc(/C=C2/NC(=O)N(Cc3ccccc3F)C2=O)cc(OC)c1OC | 1% | 9% | -20% | -0.7 | 9% | 18% | 0 | 5%
COC(=O)c1sccc1NC(=O)Nc1ccccc1F | 6% | 4% | -4% | 2.5 | -9% | -29% | 0 | -9%
Cc1cccc(-n2c(O)c(C=Nc3ccccc3N)c(=O)[nH]c2=O)c1 | -2% | 1% | 8% | -3.3 | -5% | ? | . | -24%
CCN(C(=O)c1ccc(=O)n(C)n1)c1c(N)n(Cc2ccccc2)c(=O)[nH]c1=O | 5% | -4% | -22% | -1.3 | -2% | . | 7 | 2%
C#CCOCCOCCOCCNc1nc(N2CCN(C(=O)CCCCCCCCCCNC(=O)[C@H](CCCCN)n3cc(C)nn3)CC2)nc(N2CCN(C(=O)CCCCCCCCCCNC(=O)[C@H](CCCCN)n3cc(CCCC(=O)O)nn3)CC2)n1 | -3% | -2% | 17% | -0.4 | 6% | 40% | -54* | 6%
COc1ccc(S(=O)(=O)NNC(=O)Nc2ccc(C)cc2)c(OC)c1 | -17% | -17% | -30% | 0.5 | -3% | 10% | -5 | -1%
COc1ccccc1C(=O)NCCCNC(=O)c1cccnc1 | -1% | -7% | 19% | 0.9 | 18% | 16% | -1 | -5%
Cc1ccc(C(=O)C(C)OC(=O)Cn2[nH]c(=O)c3ccccc3c2=O)cc1 (stereo not drawn) | 9% | -8% | 5% | -1.2 | 6% | 8% | 5 | 3%
Cn1ncc(Cl)c1C(=O)N1CCN(S(=O)(=O)c2ccc(Cl)s2)CC1 | -5% | -7% | ? | -6.3 | -2% | 27% | 0 | 0%
C/C(CC(=O)NCCCN1CCOCC1)=N\NC(=O)COc1ccc(C)cc1 | 2% | -29% | 0% | 0.0 | -1% | 20% | 0 | -8%
CCCN1CCN(C(=O)c2ccc(CS(=O)c3ccc(Br)cc3)o2)CC1 (stereo not drawn) | -12% | -1% | 9% | -2.8 | 7% | -19% | 1 | 4%
Nc1cc2ccccc2oc1=O | 0% | -2% | 0% | 0.3 | -12% | 3% | 7 | 22%
O=C(Nc1cccc(F)c1)C1CCCCC1 | -17% | 1% | 6% | 1.0 | 3% | -46% | 4 | -6%
O=C(C1CCC1)N1CCc2cc(S(=O)(=O)N3CCCCC3)ccc21 | -3% | -4% | 8% | -2.1 | 12% | 12% | 1 | -8%
CC1(C)OC2COC(c3[nH]nc4c(=O)[nH]c(=O)[nH]c34)C2O1 (stereo not drawn) | 11% | -4% | 4% | -1.8 | 6% | -33% | 4 | 11%
O=C(NCCc1ccccc1)C1CC(c2ccccc2O)=NO1 (stereo not drawn) | 0% | 3% | -2% | -0.3 | 4% | -5% | . | 22%
Cc1cccc(-c2nnc(SCc3nc4ccccc4[nH]3)n2Cc2ccco2)c1 | -9% | -10% | -2% | 1.3 | 6% | ? | -4 | 12%
CCSc1nc(N)nc2c1ncn2C1OC(CO)C(O)C1O (stereo not drawn) | 12% | -3% | -8% | 0.1 | -1% | . | -5 | 6%
CC1CCCC(C)N1CCCNC(=O)C1CCCN(S(=O)(=O)N2CCCCC2)C1 (stereo not drawn) | -3% | -3% | 12% | -1.4 | 12% | -9% | 6 | -5%
O=C(NCc1ccccc1Cl)C1CCCN1S(=O)(=O)c1ccc(F)cc1 (stereo not drawn) | 4% | 6% | 12% | 0.2 | 7% | -7% | -3 | 15%
CC(=C/c1ccccc1)/C=N/n1c(-c2ccco2)n[nH]c1=S | 4% | -27% | -3% | 1.3 | -11% | -5% | -11 | 4%
COc1cccc(N2CC(NS(=O)(=O)c3ccc(Cl)cc3)CC2=O)c1 (stereo not drawn) | 0% | 4% | 0% | 0.5 | -7% | 11% | 1 | 0%
O=c1c2c3c(sc2nc2n1CCCCC2)CCCC3 | 0% | 27µM* | -9% | -0.9 | -24% | -6% | -17 | -40%[inhibitor]
CC(C)n1cc(/C=N\NC(=O)c2cc3c(ccc4ccccc43)o2)c2ccccc21 | 2% | -1% | -11% | -0.6 | 2% | 41% | 2 | -17%
Cc1cc(NC(=O)CSc2nnc3c(C)cc4cc(C)c(C)cc4n23)no1 | -6% | -1% | -5% | -2.2 | 6% | 4% | . | 4%
CCOc1cc(S(=O)(=O)N2CCN(C(=O)c3ccco3)CC2)ccc1F | -2% | -14% | -3% | 0.8 | -5% | 13% | 2 | -17%
Cc1ccc(-c2nnc(NC(=O)CCS(=O)(=O)c3ccccc3)o2)c(C)c1 | -2% | -13% | -16% | -0.8 | 15% | 21% | 1 | -10%
CSc1nnc(C)c(=O)n1COC(=O)COc1ccccc1 | 8% | -6% | -30% | 0.4 | -13% | . | 11 | 24%

Some of these compounds in order of the WRN inhibitor value, low to high.
| Molecule | WRN inhibitor |
| --- | --- |
| Cc1ccc(-c2nnc(NC(=O)CCS(=O)(=O)c3ccccc3)o2)c(C)c1 | -16% |
| CC(=C/c1ccccc1)/C=N/n1c(-c2ccco2)n[nH]c1=S | -3% |
| CC1CCCC(C)N1CCCNC(=O)C1CCCN(S(=O)(=O)N2CCCCC2)C1 (stereo not drawn) | 12% |

Screening data from PubChem.

This is a random part of the collection (roughly 4.1% active in at least one column).
